NCI-60 one-dose screen, 48 h, at 10 µM unless noted. Numbers give growth in % (100 = growth as untreated, 0 = no growth, -100 = all killed).
IGROV1 – IGROV1 ovarian cancer. AID 1794786. actives 4.7% (n = 79,000)
NCI-H522 – NCI-H522 lung cancer; actives 8% (n = 78,000); AID 1794739
NCI-H226 – NCI-H226 lung cancer | actives 3.5% (n = 79,000) | AID 1794732
NCI/ADR-RES – NCI/ADR-RES ovarian cells; AID 1794790; actives 4.4% (n = 81,000)
NCI-H322M – NCI-H322M lung cancer. actives 2.7% (n = 80,000). AID 1794733
NCI-H460 – NCI-H460 lung cancer. actives 6.8% (n = 82,000)
COLO 205 – COLO 205 colon cancer; actives 7.3% (n = 79,000); AID 1794742
KM12 – KM12 colon cancer cells. AID 1794800. actives 5% (n = 82,000)
NCI-H23 – NCI-H23 lung cancer; actives 4% (n = 80,000); AID 1794731
* = called active by the depositor; · = no result given; & = joins results of further samples; [ ] = dose if it differs, or a comment. Rule for the calls: active = growth percent below 10; inactive = the rest.

SMILES	IGROV1	NCI-H522	NCI-H226	NCI/ADR-RES	NCI-H322M	NCI-H460	COLO 205	KM12	NCI-H23
O=c1c2cccc3c(NCCO)ccc(c32)c2nc3ccccc3n12	36.5	117.3	82.7	95.8	87.2	57.2	92.0	95.6	77.8
O=C(O)c1ccc(-n2cc(CNc3cccc(Br)c3)c(-c3ccc(C(F)(F)F)cc3)n2)cc1	86.1	88.7	38.0	74.7	88.0	60.7	107.6	68.4	88.3
Cc1ccc(C)o1	116.6	·	106.3	103.6	125.2	111.4	107.7	109.1	101.0
CCn1cccc1	104.1	87.9	83.0	110.5	99.0	98.4	106.9	100.5	108.7
O=c1oc2ccccc2cc1-c1csc(N/N=C/c2cn(-c3ccccc3)nc2-c2cc3ccccc3oc2=O)n1	92.8	79.1	102.3	87.3	106.6	102.7	101.9	82.5	83.9
Cn1c(=O)[nH]c(=O)c2nc(/C=C(\Nc3ccccc3)c3ccccc3)c(=O)[nH]c21	101.5	95.5	90.5	107.5	101.2	102.5	113.3	104.4	105.2
Cc1ccc(C(=O)C[n+]2cccc3c4ccccc4ccc32)cc1	30.9	22.1	36.3	80.9	43.3	4.3*	5.8*	25.7	27.4
COc1c(CO)cc(Cl)cc1CO	100.6	71.9	115.0	104.3	102.1	111.0	103.3	100.2	99.2
C/C1=C\[C@H](O)C[C@](C)(O)/C=C/[C@H](C(C)C)CC[C@]2(C)O[C@H]2CC1	110.9	101.7	103.5	101.1	112.8	108.7	112.7	114.8	95.0
CN(Cc1cnc2nc(N)nc(N)c2n1)c1ccc(C(=O)N[C@@H](CCC(=O)O)c2nn[nH]n2)cc1	108.5	92.6	106.1	103.1	109.0	94.0	110.5	96.1	104.1
CC(=O)C(Cc1ccc(C(C)C)cc1)C(C)C (stereo not drawn)	116.9	74.5	97.2	101.3	121.4	101.3	118.7	97.3	100.7
O=c1c2ccccc2nc(CN2CCCCC2)n1/N=C/c1ccc([N+](=O)[O-])cc1	99.1	95.5	96.9	105.0	107.5	105.5	113.8	101.6	99.1
CN(C)CCC(=O)c1ccc([N+](=O)[O-])cc1	109.1	-23.0*	94.8	107.5	104.2	106.9	107.5	112.7	109.4
CCOC(=O)NNC(=S)Nc1ccccc1	106.8	100.2	102.5	105.8	101.7	108.0	131.4	106.0	99.5
CCN1C(=O)N(CC)C2Nn3c(s/c(=C\c4cccc([N+](=O)[O-])c4)c3=O)=NC21 (stereo not drawn)	53.1	18.5	88.0	16.1	64.3	23.8	6.7*	26.7	57.7

Single records, from the list above. Values in the order: IGROV1	NCI-H522	NCI-H226	NCI/ADR-RES	NCI-H322M	NCI-H460	COLO 205	KM12	NCI-H23
Results for CCOC(=O)NNC(=S)Nc1ccccc1 = 106.8	100.2	102.5	105.8	101.7	108.0	131.4	106.0	99.5
Results for O=c1oc2ccccc2cc1-c1csc(N/N=C/c2cn(-c3ccccc3)nc2-c2cc3ccccc3oc2=O)n1 = 92.8	79.1	102.3	87.3	106.6	102.7	101.9	82.5	83.9
Results for O=c1c2ccccc2nc(CN2CCCCC2)n1/N=C/c1ccc([N+](=O)[O-])cc1 = 99.1	95.5	96.9	105.0	107.5	105.5	113.8	101.6	99.1
Results for CN(C)CCC(=O)c1ccc([N+](=O)[O-])cc1 = 109.1	-23.0*	94.8	107.5	104.2	106.9	107.5	112.7	109.4

By substructure, the entries above containing a nitro group on carbon
SMILES	IGROV1	NCI-H522	NCI-H226	NCI/ADR-RES	NCI-H322M	NCI-H460	COLO 205	KM12	NCI-H23
O=c1c2ccccc2nc(CN2CCCCC2)n1/N=C/c1ccc([N+](=O)[O-])cc1	99.1	95.5	96.9	105.0	107.5	105.5	113.8	101.6	99.1
CN(C)CCC(=O)c1ccc([N+](=O)[O-])cc1	109.1	-23.0*	94.8	107.5	104.2	106.9	107.5	112.7	109.4
CCN1C(=O)N(CC)C2Nn3c(s/c(=C\c4cccc([N+](=O)[O-])c4)c3=O)=NC21 (stereo not drawn)	53.1	18.5	88.0	16.1	64.3	23.8	6.7*	26.7	57.7

Following part
SMILES	IGROV1	NCI-H522	NCI-H226	NCI/ADR-RES	NCI-H322M	NCI-H460	COLO 205	KM12	NCI-H23
O=C(NCc1ccccc1)c1cccnc1	101.8	92.4	99.6	106.1	104.8	99.1	81.7	100.1	103.8
COc1cc(-c2c3c(cn2Cc2ccccc2)-c2oncc2CCC3)cc(OC)c1OC	69.7	73.4	76.4	82.2	90.9	90.8	104.7	92.3	84.2
COc1ccc(/C=N/NC(=O)c2c(Nc3ccccc3)nn(C)c2N)cc1	97.2	99.5	97.2	96.6	83.0	105.8	112.8	100.8	84.5
CN(C)c1nc(N)nc(Cn2c(-c3nonc3N)nc3ccccc32)n1	95.7	77.5	91.3	73.6	103.0	95.6	83.7	55.4	90.4
COCc1ccc(NC(=O)Cn2ccc3c(NC(C)c4ccc(C(F)(F)F)nc4)cccc3c2=O)cc1 (stereo not drawn)	102.4	91.8	84.8	84.6	99.1	108.9	110.8	96.1	93.9
CCN(CC)c1ccc(N2C(=O)/C(=C/c3cn(-c4ccccc4)nc3-c3ccc(Cl)cc3)SC2c2ccc(N(C)C)cc2)cc1 (stereo not drawn)	107.1	98.9	107.6	109.2	109.2	128.6	126.6	103.0	112.6
O=C(c1ccccc1)N(O)c1ccccc1	129.0	90.0	99.7	97.1	116.5	102.4	108.4	107.6	98.3
O=c1cc(COc2ccc(OCc3ccccc3)cc2)c2cc(Cl)ccc2o1	101.6	83.3	86.6	94.0	96.6	102.0	104.4	99.9	93.1
COC(=O)c1cnc(N)s1	95.9	93.0	105.5	118.9	101.1	128.5	89.1	109.4	107.2
Cc1ccc(S(=O)(=O)Oc2ccccc2[N+](=O)[O-])cc1	111.9	94.1	102.0	106.6	117.1	115.5	137.1	103.0	102.0
COC1=C(OC)C(=O)c2ccccc2C1=O	103.8	94.8	102.4	94.3	107.4	97.4	100.3	105.2	81.5
C=C(OC1C(C(C)C)CCC2(C)C1[O+]2c1ccc(C(C)C)cc1)C(O)(CCC(C)(O)C(=O)OC1(C(C)C)CC=C(C)CC1)C(C)C (stereo not drawn)	101.1	90.9	103.1	105.4	100.5	109.7	107.0	106.2	103.1
Cc1n[nH]c(C)c1N=Nc1ccc(C(c2ccc(N=Nc3c(C)n[nH]c3C)cc2)(c2ccc(N=Nc3c(C)n[nH]c3C)cc2)c2ccc(N=Nc3c(C)n[nH]c3C)cc2)cc1 (stereo not drawn)	107.9	95.6	106.2	103.8	109.7	113.0	119.8	110.7	103.5
CCOc1ccc(-c2ccccc2)cc1	101.5	94.6	112.3	101.4	112.6	109.2	109.4	107.2	102.6
N#CC(=Nc1cccc(F)c1)C1=C(O)c2ccccc2C1=O	100.5	·	79.6	89.1	96.3	102.5	96.0	102.2	94.8
CCCSc1ccc2nc(NC(=O)OCC3(C)COC3)[nH]c2c1	99.5	74.5	110.4	102.2	103.2	108.2	119.7	78.8	95.9
NC(=N\N=C\c1cc(Cl)ccc1O)/C(N)=N/N=C/c1cc(Cl)ccc1O	125.4	107.3	103.2	105.6	111.5	96.1	104.9	100.7	96.1
COc1ccc(/C=C2\CCCC3=C2NC(N)=NC3c2ccc(OC)c(OC)c2)cc1OC (stereo not drawn)	57.1	16.7	34.1	25.1	·	64.6	46.0	32.1	49.3
Cc1cc2c(n1Cc1ccccc1)CSCC2=O	88.4[100 µM]	91.0[100 µM]	79.4[100 µM]	66.9[100 µM]	84.1[100 µM]	76.0[100 µM]	99.4[100 µM]	73.1[100 µM]	76.4[100 µM]
Fc1ccc(CSc2nnc(-c3cccs3)n2-c2ccccc2)cc1	91.0	90.2	88.0	89.4	89.7	100.4	111.6	101.8	101.3
COC(=O)CCCCCC1CCCCC1	111.7	91.0	96.3	96.6	97.7	115.2	107.9	128.0	90.1
NS(=O)(=O)c1ccc(-n2nc(-c3ccc(F)cc3)ccc2=O)cc1	89.9[100 µM]	·	93.3[100 µM]	104.8[100 µM]	97.6[100 µM]	104.5[100 µM]	97.0[100 µM]	93.7[100 µM]	99.3[100 µM]
Cc1ccc(C(=O)NNC(=O)CSc2nc3ccccc3c(=O)[nH]2)cc1	101.8	105.7	92.4	101.2	99.2	107.5	97.8	106.9	98.5
COC(=O)C1CC(C(=O)OC)CC(C(=O)OC)C1 (stereo not drawn)	104.9	91.6	93.2	107.0	117.5	107.5	117.9	115.5	115.0
Cc1c(C)c([N+](=O)[O-])c(C)c(C)c1N	108.0&112.5	94.7&90.9	104.4	110.4&101.1	99.1&102.0	106.3&113.0	110.7&105.4	110.1&97.7	103.9&96.3
N#CCCC(Cl)(Cl)Cl	108.0	91.9	104.5	101.3	96.4	105.6	117.1	98.1	103.2
Cc1ccc(NS(=O)(=O)c2ccccc2)c([N+](=O)[O-])c1	·	98.1	102.3	·	116.3	103.5	109.2	101.6	·
O=[N+]([O-])c1ccc2c(c1)Cc1cc(I)ccc1-2	104.2	95.7	97.7	103.9	104.4	98.4	108.1	105.0	99.4
Cc1cccc(-c2ccc3c4c(cccc24)C(=O)N(c2nc4ccccc4s2)C3=O)c1	86.9	80.5	82.9	104.6	91.4	100.1	95.3	100.0	93.7
Cc1cc(-c2cn(Cc3ccc4c(Br)cc(Br)c(O)c4n3)nn2)ccc1F	106.1	93.5	101.1	101.9	103.6	102.5	107.5	101.1	99.2
CN1CCC(Nc2ccc(C(=O)Nc3cc(-c4ccc5c(c4)OCO5)[nH]n3)cc2)CC1	28.4	51.3	69.2	93.5	57.2	38.3	68.1	18.3	75.4
Cc1cccc(C)c1[C@@H]1C[C@@](C)(O)[C@H]2CC[C@H](C)C[C@@H]2O1	101.4	97.7	108.5	109.3	103.8	105.9	118.5	100.1	95.3
Nc1ncnc2c(-c3nc4ccccc4s3)c(Nc3ccccc3)sc12	95.6	68.0	98.4	105.9	105.8	103.7	107.3	98.6	99.8
CCN(CC)CCC(C(N)=O)c1ccccc1 (stereo not drawn)	106.2	69.9	95.6	101.1	97.4	106.6	105.4	99.0	100.0
Cc1nc2ccccc2c(/C=C/c2ccc(Br)cc2)c1C(=O)/C=C/c1ccccc1	-7.6*	-34.9*	25.1	-3.0*	35.3	-56.4*	-29.5*	7.7*	8.3*
O=C(O)C1CCCCC1	99.9	96.0	99.1	108.7	97.4	103.8	105.6	114.6	104.7
O=C1/C(=C/C2=Cc3ccccc3OC2)SC(=S)N1c1ccccc1F	102.7	92.6	100.6	109.0	104.6	120.9	116.2	102.2	102.9
Cc1ccc(C(=O)Nc2cccc(F)c2)cc1NC(=O)C1(c2ncnc3[nH]ccc23)CC1	90.3	61.0	67.4	92.0	115.7	96.2	59.1	82.7	68.2
NC(=O)C1(C(=O)O)OC1(c1ccc(Cl)cc1)c1ccccc1Cl (stereo not drawn)	93.9	105.4	105.8	109.0	96.1	113.2	102.8	122.5	100.0
O=C(O)c1cccc(Cc2cccc(C(=O)O)c2)c1	95.5	90.0	111.3	111.2	104.9	100.0	114.5	·	102.2
COc1ccc(C(=O)c2c(N)c(C#N)cn2-c2cc(OC)c(OC)c(OC)c2)cc1	106.6	94.9	102.4	95.6	98.1	100.9	117.2	100.6	96.7
COP(=O)(OC)c1nnn(-c2cccc([N+](=O)[O-])c2)c1C	110.4	90.3	119.9	102.7	113.7	104.2	122.3	104.7	107.1
CCOC(=O)c1cnc(Nc2nc3ccccc3s2)[nH]c1=O	108.7	91.7	109.1	102.2	90.9	109.3	96.9	104.1	97.0
COc1ccc(Sc2nc(N)nc3c2CCN(Cc2ccc(OC)cc2OC)C3)cc1	87.7	51.1	77.0	87.2	86.2	82.7	89.7	78.2	77.4
O=C1CCCCCCCCC(O)C(O)CCCC(c2cccs2)O1 (stereo not drawn)	97.8	91.7	99.5	91.1	113.2	106.0	107.9	100.2	91.0
CC(=O)N1C/C(=C\c2cc3c(cc2C)OCO3)C(=O)/C(=C/c2cc3c(cc2C)OCO3)C1	102.3	87.6	101.1	101.6	96.0	108.3	·	102.9	91.9
FC(F)(F)c1ccc(Nc2ccc(C(F)(F)F)cc2)cc1	94.8	89.3	110.0	102.9	97.1	86.5	105.1	101.8	107.5
CCOc1nc(-c2ccccc2)cc2c(O)c(C(=O)NCCCO)[nH]c(=O)c12	57.6	77.4	94.7	113.2	106.4	110.0	118.2	99.1	103.3
O=C(O)[C@@H]1c2ccccc2-c2ccccc2[C@H]1C(=O)O	80.7	91.0	97.8	95.4	99.2	109.4	106.4	105.3	91.4
Nc1ccc(-n2nc3c(c2-c2ccccc2)-c2oncc2CC3)cc1	79.9	89.4	96.8	100.1	102.1	87.7	·	90.1	94.3
Cc1cc(O)c(C)c(C)c1Cl	106.5	92.9	94.3	109.7	106.8	122.5	113.3	111.7	103.3
N#Cc1c(N)c2sc(Nc3ccccc3)c(-c3nc4ccccc4s3)c2[nH]c1=S	77.4	77.9	81.3	103.7	106.8	100.5	105.1	94.1	90.0
CC(=O)Oc1cc2cnc3c4cc(OC(C)=O)c(OC(C)=O)cc4ccc3c2cc1OC(C)=O	-12.8*	-28.8*	36.4	13.3	5.6*	10.0*	78.0	22.8	25.4
CN(C)CCCN(Cc1ccccc1O)C(=S)Nc1ccc(F)cc1	113.2	102.3	91.9	110.1	104.0	101.3	113.5	101.6	110.2
c1ccc2c(Cn3cc(CSc4nc5ccccc5s4)nn3)cccc2c1	90.3	82.8	91.8	92.7	92.5	98.6	111.4	100.0	87.7
Cn1c(=S)c2[nH]c(SCCCC(=O)c3ccc(F)cc3)nc2n(C)c1=O	83.6	73.8	69.1	61.5	88.8	81.0	93.9	83.0	48.2
COc1cc(OC)c2cc(C(=O)c3ccc(C#N)cc3)c(=O)oc2c1	104.5	93.1	92.2	101.1	92.3	106.7	117.1	97.5	96.9

An unsorted share of the library; overall some 12% were active at least once.
